# Screening data from PubChem BioAssay.
# OPRM1-OPRD1 ag – agonists of human mu-delta opioid receptor heterodimerization | cells, OPRM1-OPRD1 heterodimerization, luminescence | activation, % at 9.3 µM | 340,000 compounds, 0.3% hits; in the data active = activation above about 18%;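 note: 0% = vehicle-treated cells and 100% = reference agonist; values of inactives mirror those of a sister screen read the other way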
# Target sequence (P35372 whole entry, looked up): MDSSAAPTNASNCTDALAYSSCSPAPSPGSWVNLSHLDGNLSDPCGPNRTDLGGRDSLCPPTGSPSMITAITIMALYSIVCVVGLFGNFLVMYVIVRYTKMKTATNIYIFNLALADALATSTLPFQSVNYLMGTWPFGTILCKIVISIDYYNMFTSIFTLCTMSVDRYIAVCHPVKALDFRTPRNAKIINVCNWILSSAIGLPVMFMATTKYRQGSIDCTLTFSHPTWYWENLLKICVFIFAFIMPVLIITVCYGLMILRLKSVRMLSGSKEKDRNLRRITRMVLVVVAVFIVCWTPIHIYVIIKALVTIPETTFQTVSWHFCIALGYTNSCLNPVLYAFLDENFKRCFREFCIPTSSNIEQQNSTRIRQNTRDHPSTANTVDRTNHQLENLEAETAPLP
# Target sequence (P41143 whole entry, looked up): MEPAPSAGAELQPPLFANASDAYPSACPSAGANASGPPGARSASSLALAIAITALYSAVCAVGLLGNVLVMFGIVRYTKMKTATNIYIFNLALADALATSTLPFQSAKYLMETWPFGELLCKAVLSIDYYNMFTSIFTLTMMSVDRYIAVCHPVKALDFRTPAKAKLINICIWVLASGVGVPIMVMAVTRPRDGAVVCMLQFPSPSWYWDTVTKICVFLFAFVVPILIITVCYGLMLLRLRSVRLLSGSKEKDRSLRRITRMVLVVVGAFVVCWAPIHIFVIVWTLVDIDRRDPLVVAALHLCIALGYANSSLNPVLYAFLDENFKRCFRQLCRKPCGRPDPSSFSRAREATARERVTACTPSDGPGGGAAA
# Arrestin-AP2 inh – inhibitors of human beta-arrestin and AP2 interaction; FITC-arrestin peptide / GST-AP2 beads, flow cytometry; AP2 beta2 appendage carries R879A mutation; inhibition, % at 10 µM; 340,000 compounds, 0.31% hits;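 active = inhibition above a set limit, near 3 SD of compounds lacking own fluorescence, cut at about 54% in these data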;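 note: plate controls were DMSO wells for no effect and 5 µM unlabelled arrestin peptide for full effect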
#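 Material – GST-tagged AP2 beta2-adaptin appendage (R879A) on 4 µm glutathione beads · Probe or stimulus – fluorescein-tagged arrestin peptide at 50 nM final · Timing – 12 min plus 1 h, RT · Detection – bead flow cytometry, FITC channel · Read-out basis – inhibition as reduced fluorescein signal on beads, percent · Medium – PBS plus Tween 20 (0.05%) and BSA (0.1%)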
# E coli growth – counter-screen for AddAB inhibitors: E. coli growth inhibition; E. coli V3065 growth, OD600 absorbance, 18 h; inhibition, % at 11.9 µM; 330,000 compounds, 0.27% hits;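 active = inhibition above the campaign's mean inhibition across all tested compounds plus 3 SD, cut at about 9.9% in these data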;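 note: uninfected addAB+ strain grown without phage in ampicillin broth; 0% = DMSO wells and 100% = ciprofloxacin 0.95 µg/ml wells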
# PKA-R1A activ – activates the PKA-R1A holoenzyme complex. AID 504707. 340,000 compounds, 0.083% hits. P00514+P68181. PKA-R1A dissociation, Cy5-IP20 fluorescence polarization; scaled: DMSO 0%, 113 µM cGMP 100%. activation, % at 11.4 µM;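 active = percent activation above the mean of all tested compounds plus 3 SD, cut at about 19% in these data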;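 note: higher means more PKAc released from R1A so a rise in polarization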
# OPRM1-OPRD1 inv – inverse agonists of human mu-delta opioid receptor heterodimerization. P35372+P41143. cell-based MOR-DOR heterodimer luminescence, inverse agonism. inhibition, % at 9.3 µM. 340,000 compounds, 0.21% hits. AID 504357; in the data active = inhibition above about 22%, passing the limit was not always enough;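 note: 0% = cells with DMSO and 100% = wells without cells with DMSO; values of inactives mirror those of a sister screen read the other way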
# phage Ecoli inh – E. coli growth loss with phage present. AID 651602. growth absorbance. 360,000 compounds, 0.26% hits. inhibition, % at 11.9 µM; in the data active = inhibition above about 11%
# DSG3 Ab inh – blocks pemphigus antibody binding to human desmoglein-3 | P32926 | binding (percent of control), % at 10 µM | DSG3-coupled beads, scFv-anti-DSG3-GFP binding, flow cytometry; stronger effect = lower value | AID 588358 | 310,000 compounds, 0.48% hits;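 active = binding more than 3 SD below its plate's average and above zero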; note: some compounds called inactive have numbers as strong as hits
# Tat export inh – blocks Tat-dependent protein export in E. coli; inhibition, % at 10 µM; 340,000 compounds, 0.036% hits; E. coli MC4100 TorA-mCherry Tat export, fluorescence;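 active = mean replicate inhibition at least 50% and at least half of replicates individually reaching 50%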;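 note: exported cargo escapes ClpAP degradation while cytoplasmic cargo is degraded and loses fluorescence; 0% = median of neutral control wells and 100% = median of NaSCN control wells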
# PfHsp90 yeast 2 – growth inhibition of yeast expressing Plasmodium Hsp90. S. cerevisiae expressing PfHsp90, BacTiter-Glo ATP, 48 h; yeast lacking PDR1 and PDR3 efflux regulators. inhibition, % at 9.4 µM. 310,000 compounds, 0.32% hits;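 active = every replicate shows inhibition above about 80%, whatever the replicate mean, limit read from the data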;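 note: 0% = DMSO neutral controls and 100% = 20 µM radicicol positive controls; yeast relying on Plasmodium falciparum Hsp90 in place of its own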
# SUMO Mot1 rescue – blocks SUMOylation pathway, rescuing yeast Mot1-301 growth. AID 2716. growth rescue, % at 18.8 µM. 320,000 compounds, 1% hits. S. cerevisiae Mot1-301 growth rescue, ATP luminescence, 38.5C; percent above DMSO median, 100 means doubled;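 active = every valid replicate shows activation above 250% relative to neutral control wells; inactive = the rest, any valid replicate at or below 250%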;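 note: OY570 slx delta 5 strain wells were the positive control but not used for scaling; some compounds called inactive have numbers as strong as hits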
# AddAB inh – less growth of phage-infected E. coli with AddAB; E. coli expressing H. pylori AddAB, absorbance growth; inhibition, % at 11.9 µM; 330,000 compounds, 0.29% hits; in the data active = inhibition above about 12%;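 note: 0% = vehicle wells of infected cells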
# * hit, by the source's call; . = not tested or not shown.
SMILES,OPRM1-OPRD1 ag,Arrestin-AP2 inh,E coli growth,PKA-R1A activ,OPRM1-OPRD1 inv,phage Ecoli inh,DSG3 Ab inh,Tat export inh,PfHsp90 yeast 2,SUMO Mot1 rescue,AddAB inh
CCN(C(=O)COC(=O)COc1ccc(Cl)c(C)c1)C1CCS(=O)(=O)C1 (stereo unspecified),-3.5,8.0,2.1,-0.6,13.6,2.4,100.8,-2.9,22.1,-20.4,1.1
O=C(C1CCN(CC2CC=CCC2)CC1)N(CCc1ccccc1)Cc1ccccc1 (stereo unspecified),4.7,.,-1.0,0.3,-24.4,1.6,118.8,-3.8,-6.4,10.5,3.9
COc1ccccc1NCCC(=O)OCC(=O)Nc1ccccc1Cl,-3.3,-18.5,-1.8,-9.9,16.7,2.6,94.9,7.2,-20.3,8.0,-0.7
CC[C@H](C)[C@H](NS(=O)(=O)c1ccc(C)cc1)C(=O)N1CCC(C(=O)N[C@@H](C)C(=O)O)CC1,0.0,7.2,-0.4,-3.6,-0.2,-0.1,81.6,6.5,-1.2,-4.9,2.5
COc1ccc(S(=O)(=O)N2CCN(CC(=O)NC(Cc3ccccc3)C(C)=O)CC2)cc1 (stereo unspecified),-4.0,-7.4,1.2,14.0,15.1,3.3,.,3.7,8.7,7.9,1.3
Cc1ccc(-n2c(=O)[nH]cc(C(=O)Nc3ccc4c(c3)OCO4)c2=O)cc1C,-0.7,4.4,-1.8,9.4,4.0,2.5,96.5,-2.3,11.2,-3.3,0.6
CCCC(=O)Nc1ccc(N2CCN(S(C)(=O)=O)CC2)cc1,-1.7,-1.7,-3.4,3.8,8.9,1.4,106.5,8.7,18.3,3.6,0.6
CCN(CC)CCC(C)OC(=O)c1ccc(O)cc1O (stereo unspecified),-0.2,9.1,-1.4,-4.1,0.8,0.9,113.2,-2.6,.,-7.8,1.2
CCCN(CCC)CCCNS(=O)(=O)c1cc(Br)cc2c1N(C(C)=O)CC2,0.3,-2.8,-1.8,4.7,-2.0,1.8,108.2,-2.7,-0.9,-13.4,0.0
COc1ccc(OCC(O)CN2CCCCCC2)cc1 (stereo unspecified),-2.2,-0.2,2.5,-7.0,11.3,2.7,82.4,-8.0,4.8,-3.4,2.7
COc1ccc(Br)cc1CN1CCN(C(=O)c2cccc(OC)c2OC)CC1,-1.2,4.1,-0.6,-9.2,6.8,-2.9,106.1,-6.4,-3.7,372.1,-0.6
CCOC(=O)C(=O)N=Nc1c(O)[nH]c2ccccc12,0.1,23.9,-0.2,-6.2,-0.8,0.6,94.3,-6.1,1.8,11.4,3.5
Cc1ccccc1NC(=O)Cc1nc(CSc2nnc(C3CCCCC3)n2N)cs1,-3.1,7.1,-3.6,9.1,14.1,3.3,100.4,-6.7,.,-2.0,0.7
CCCC(=O)N(C1CC(C)C(C#N)(C#N)C1(C#N)C#N)N(C)C (stereo unspecified),-3.0,-1.8,1.0,3.8,14.4,0.4,.,1.1,-7.2,0.3,-1.6
O=C1COc2ccc(C(=O)COC(=O)c3cccnc3Cl)cc2N1,-0.5,11.1,-0.8,-11.5,2.4,2.1,102.4,4.7,-0.3,36.0,-2.2
CCOc1c(N2CC(C)OC(C)C2)c(=O)c1=O (stereo unspecified),-2.9,-3.9,1.9,7.6,14.6,0.1,100.0,-3.3,10.7,-7.0,5.4
COc1cc(/C=C/C(=O)c2ccc(NS(=O)(=O)c3ccc(C)cc3)cc2)cc(OC)c1O,2.4,21.0,-0.2,-6.9,-12.4,2.0,87.8,0.4,-8.8,4.1,-0.2
COc1ccc(NC(=O)CSc2nc(-c3ccncc3)nn2CC(=O)N2CCCC2)cc1,-1.2,-3.5,3.7,-3.8,6.1,-0.2,104.8,0.4,.,-12.4,1.0
CCCCOc1ccc(-c2nnc(-c3ccco3)o2)cc1,6.7,3.9,-1.0,3.9,-34.0,4.0,102.3,6.8,4.4,15.5,1.4
CCN(CC)S(=O)(=O)c1cccc(-c2nc3n(n2)Cc2ccccc2-3)c1,-0.9,6.0,2.4,-1.1,5.3,2.4,94.3,-1.2,-21.4,18.5,1.7
O=C(NCC1CCCN(Cc2ccc3c(c2)OCCO3)C1)c1ccc2c(c1)OCO2 (stereo unspecified),-1.4,4.3,-2.4,-10.7,6.5,3.2,105.4,9.0,8.4,19.1,1.7
O=C(NCc1ccccc1Cl)C(=O)NCC(c1ccco1)N1CCOCC1 (stereo unspecified),-2.6,9.1,-5.0,-7.5,12.7,4.1,104.4,1.9,8.5,-0.1,-0.9
COc1cc(C(=O)N(C)CC2CCN(CCc3cccc(C(F)(F)F)c3)CC2)ccc1C,7.7,27.4,-4.7,-2.3,-38.3,1.5,95.5,-1.0,22.3,17.9,-1.2
COc1ccc(S(=O)(=O)N2CCN(c3cnccn3)CC2)cc1OC,-1.4,17.1,-2.8,1.1,6.9,-0.5,105.1,-1.9,-2.1,-7.8,-1.3
Cc1[nH]n(-c2ccc([N+](=O)[O-])cc2)c(=O)c1C=NCCN1CCN(C(=O)C(C)C)CC1,-2.7,10.4,0.3,-9.4,13.9,3.1,99.9,-16.4,66.6,-47.6,4.0
Cc1cccc(NS(=O)(=O)c2ccc(C)c(C(N)=O)c2)c1,-3.0,-0.3,-3.1,8.8,15.1,.,101.5,-5.6,-6.1,4.8,-0.6
O=C(c1ccc2nc[nH]c2c1)N1CCN(S(=O)(=O)c2cccc(F)c2)CC1,-0.3,30.6,-0.1,10.9,1.9,1.0,107.0,-3.9,10.1,5.8,0.5
CCN(CC)C(=O)CSc1nnc(COc2ccc(OC)cc2)n1N,-3.8,42.2,0.9,-7.9,17.8,-0.8,114.9,-6.8,.,-1.6,-0.2
Cc1cccc(NC(=O)Cc2ccc(Br)cc2)n1,-0.4,14.9,-1.5,5.0,2.0,-2.1,123.3,-1.4,-49.8,-2.1,-1.2
O=S(=O)(Cc1ccccc1)N1CCn2c(nc3ccccc32)C1,.,8.0,5.0,14.7,.,1.6,98.3,-10.0,-5.2,-9.6,1.6
CCOC(=O)C(=Cc1cc(=O)c(OC)co1)C(=O)OCC,14.9,-6.5,.,-5.5,-107.0,1.2,103.1,-4.3,-8.2,.,.
O=S(=O)(c1ccc(-c2ccccc2)cc1)N1CCCC1,2.5,-14.4,1.4,2.2,-12.5,2.4,95.9,15.4,-3.1,-10.9,-2.4
c1ccc2c(CCc3ccncc3)cccc2c1,-0.3,-9.4,.,-10.3,1.6,4.8,105.7,19.8,-10.8,.,.
CCC1(C)Cc2c(sc3c2c2ncnn2c2nnc(SCC(=O)NCc4ccco4)n32)CO1 (stereo unspecified),-2.8,4.8,1.2,1.6,13.0,-0.6,109.3,4.1,-3.5,-0.6,4.0
O=C(Nc1ncc2c(n1)-c1ccccc1CC2)c1ccc(F)cc1,-2.3,25.0,-0.8,-0.2,11.4,5.1,100.5,-0.6,-9.8,-12.5,0.3
NC(=O)C1CCCN(C(=O)c2ccc3oc(Cc4ccc(Cl)cc4)nc3c2)C1 (stereo unspecified),0.9,21.9,0.5,-1.8,-3.5,1.0,110.7,-18.9,8.6,-9.9,4.4
CSc1nc(N2CCN(c3ccccc3Cl)CC2)c2ccccc2n1,-2.0,6.7,0.8,-3.4,9.2,2.5,.,10.2,-13.0,-14.0,0.5
CCOC(=O)c1nnn(CC(=O)Nc2cc(Cl)ccc2C)c1C(=O)OCC,0.2,2.2,-2.4,16.4,-0.9,1.4,96.5,2.9,7.6,111.4,-0.5
CNS(=O)(=O)c1cccc(C(=O)OCCCC(=O)c2ccccc2)c1,0.7,2.1,-1.4,-3.0,-2.7,6.3,.,-5.0,19.6,11.8,0.8
O=C(O)c1ccccc1C(=O)NCC(O)c1ccccc1 (stereo unspecified),-2.5,-12.0,-2.0,-4.3,13.1,4.5,103.7,-3.1,5.7,-23.9,0.3
CCC(=O)N/C=C/n1cnc2cc(C(F)(F)F)ccc21,-0.8,1.4,-0.7,7.2,4.4,3.0,.,-1.2,6.8,-0.9,-2.4
COc1ccc(NC2=C(NCCO)C(=O)c3ccccc3C2=O)cc1,1.2,.,1.3,-5.0,-6.5,2.5,102.8,10.1,13.0,3.3,2.9
COc1ccc(C(=O)NC(=S)N2CCOCC2)cc1[N+](=O)[O-],-2.3,32.7,2.2,-2.9,12.1,0.6,.,-3.9,-16.0,-3.0,0.3
COc1cccc(Nc2nc(N)c([N+](=O)[O-])c(NCc3ccccc3)n2)c1,4.3,11.2,2.8,-7.1,-22.2,0.7,97.2,-0.2,0.2,-10.5,3.2
COc1cc(C2N3CC4(C)CN2CC(C)(C3)C4)ccc1O (stereo unspecified),0.3,2.1,0.2,-7.7,-1.8,2.2,105.6,-2.3,15.6,4.6,1.1
CN(C)S(=O)(=O)N1CCN(C(=O)N2CCCCCC2)CC1,-1.2,10.3,-0.4,3.5,6.2,2.9,99.4,4.2,.,10.4,2.1
CCOc1ccccc1NC(=O)C1C2C=CC(C2)C1C(=O)O (stereo unspecified),-1.4,1.9,-1.7,-3.7,7.5,1.7,104.6,-7.1,-7.1,12.9,1.6
COc1ccc(CCNS(=O)(=O)c2ccc3c(c2)OCCO3)cc1,-2.6,3.2,4.6,-17.5,15.0,3.4,100.8,-3.6,8.4,2.5,3.6

# An excerpt of these results, with tabs:
SMILES	OPRM1-OPRD1 ag	Arrestin-AP2 inh	E coli growth	PKA-R1A activ	OPRM1-OPRD1 inv	phage Ecoli inh	DSG3 Ab inh	Tat export inh	PfHsp90 yeast 2	SUMO Mot1 rescue	AddAB inh
COc1cc(C(=O)N(C)CC2CCN(CCc3cccc(C(F)(F)F)c3)CC2)ccc1C	7.7	27.4	-4.7	-2.3	-38.3	1.5	95.5	-1.0	22.3	17.9	-1.2
CSc1nc(N2CCN(c3ccccc3Cl)CC2)c2ccccc2n1	-2.0	6.7	0.8	-3.4	9.2	2.5	.	10.2	-13.0	-14.0	0.5
COc1ccc(OCC(O)CN2CCCCCC2)cc1 (stereo unspecified)	-2.2	-0.2	2.5	-7.0	11.3	2.7	82.4	-8.0	4.8	-3.4	2.7
COc1ccc(Br)cc1CN1CCN(C(=O)c2cccc(OC)c2OC)CC1	-1.2	4.1	-0.6	-9.2	6.8	-2.9	106.1	-6.4	-3.7	372.1	-0.6
O=C(NCc1ccccc1Cl)C(=O)NCC(c1ccco1)N1CCOCC1 (stereo unspecified)	-2.6	9.1	-5.0	-7.5	12.7	4.1	104.4	1.9	8.5	-0.1	-0.9
NC(=O)C1CCCN(C(=O)c2ccc3oc(Cc4ccc(Cl)cc4)nc3c2)C1 (stereo unspecified)	0.9	21.9	0.5	-1.8	-3.5	1.0	110.7	-18.9	8.6	-9.9	4.4
